High-throughput results deposited in PubChem by National Center for Advancing Translational Sciences (NCATS).
HepG2 viability: counter-screen for TGF-b inhibitors: cytotoxicity in HepG2 cells; HepG2 CAGA-GFP viability, ATP luminescence, 18 h; Potency, µM (titrated, usually from 46.1 µM), without a hit: top-dose activity change, negative = cytotoxicity, hits mostly cytotoxic; 410,000 tested, 0.76% active; AID 588856; note: potency is the fitted concentration of half-maximal effect; some results filed as inactive show a strong effect at the top dose
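HepG2 CAGA-GFP cells (1000/well, DMEM with 1% FBS) received compound, then TGF-beta at 500 pg/mL final, and were incubated 18 hours at 37 degrees C. Viability was read by CellTiter-Glo luminescence. Media-only wells were set as complete cell-killing and DMSO as no toxicity.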
A549 viability: kills or reduces viability of A549 cells in Nrf2 counter-screen. A549 ARE-Fluc cells, CellTiter-Fluor viability, 18-24 h. Potency, µM (highest dose often 46 µM), inactives show top-dose activity change, negative = cytotoxicity, most hits filed as inhibitors. 390,000 tested, 0.16% active; note: potency is the fitted concentration of half-maximal effect; % is set by controls: 0 for no effect and ±100 for the full control effect
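A549 ARE-Fluc cells in 5% FBS OPTI-MEM, 5000 cells/well, rested 2 h then exposed to compounds in concentration-response for 18-24 h at 37 °C. Viability by CellTiter-Fluor fluorescence (Ex 405/Em 525) after 30 min; luciferase luminescence (BugLite, 15 min, RT) read afterwards.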
Nrf2 ARE act: activates Nrf2 signaling; AID 624171; AREc32 ARE-luciferase reporter (MCF7-derived line), luminescence, 24 h; Potency, µM (top dose mostly 46.1 µM), inactives show at the highest dose activation, usual class: activators; 410,000 tested, 0.31% active; note: potency is the fitted concentration of half-maximal effect; % of control where 0% means no effect; nearly all actives have a fitted effect of over 65% in size
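For detection, Steady-Glo was added and plates sat 30 min at RT; before that, AREc32_Fluc cells grown overnight in OPTI-MEM/5% FBS had been treated with 23 nL compound for 24 hr at 37 deg C.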
CCT chaperon mod: modulators of cytosolic chaperonin (CCT/TRiC) activity; 360,000 tested, 0.3% active; activity change, % (test concentration not listed), hits read low; AID 651819; purified chaperonin ATPase assay, HTRF ADP detection, 30 min; in the data active = activity change below about -30%; note: % is set by controls: 0 for no effect and ±100 for the full control effect
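TRiC at 40 or 20 nM final (batch-dependent) in 30 mM Tris pH 7.4, 100 mM KCl, 5 mM MgCl2, 1 mM DTT, with compound at single 76 uM and 10 uM ATP, 30 min at 37 deg C. ADP detected by HTRF Transcreener, 665/615 ratio.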
pAkt inh: inhibitors of Akt phosphorylation; Neuro2A IGF-stimulated pAkt S473 HTRF, 20 min; active compounds read low; activity change, % for hits at 50 µM; 360,000 tested, 0.32% active; in the data active = activity change below about -80%; inconclusive = mostly about -51% to -80%; note: % is set by controls: 0 for no effect and ±100 for the full control effect
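Neuro2A cells (4,500/well, DMEM with 0.5% FBS) were treated with compound at a single 50 µM final concentration, stimulated with 6 nM IGF for 20 min at 37 °C, and lysed. Phospho-Akt Ser473 was read by HTRF as 665/615 ratio ×10^4.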
TGFb SMAD3 inh: blocks TGF-b signaling. HepG2 CAGA-GFP TGF-b/SMAD3 reporter, GFP fluorescence, 18 h; TGF-beta stimulated, 500 pg/mL final. Potency, µM (top dose mostly 46.1 µM), inactives show top-dose activity, negative = inhibition, most hits filed as inhibitors. 410,000 tested, 1.2% active. AID 588855; note: potency is the fitted concentration of half-maximal effect; % is set by controls: 0 for no effect and ±100 for the full control effect; nearly all actives have a fitted effect of over 65% in size
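Smad-responsive CAGA-GFP expression was quantified in HEPG2 cells exposed to compounds and 500 pg/mL final TGF-beta for 18 h at 37 degrees C; unstimulated wells defined full inhibition.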
MmCpn inh: M. maripaludis TRiC chaperonin inhibition; purified Mm-Cpn ATPase, ADP Transcreener TR-FRET; Potency, µM (doses to about 76.9 µM), for the others: at the highest dose activity, negative = inhibition, actives largely listed as inhibitors; 330,000 tested, 0.031% active; note: potency is the fitted concentration of half-maximal effect; % is set by controls: 0 for no effect and ±100 for the full control effect; nearly all actives have a fitted effect of over 80% in size
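Inhibition of chaperonin ATP hydrolysis is measured as reduced ADP production, detected by competitive TR-FRET in which signal falls with ADP. Final enzyme 25 nM and ATP 10 uM, reacted 30 min at 37°C.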
Nrf2 block: inhibitors of Nrf2 signaling | A549 ARE-Fluc reporter, luciferase luminescence, 18-24 h | Potency, µM (highest dose often 46 µM), without a hit: at the top dose activity change, negative = inhibition, actives largely listed as inhibitors | 360,000 tested, 2.1% active | AID 504444; note: potency is the fitted concentration of half-maximal effect; % is set by controls: 0 for no effect and ±100 for the full control effect; nearly all actives have a fitted effect of over 60% in size
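A549 ARE_Fluc cells, 5000/well, 5% FBS OPTI-MEM; compounds in dose-response, 18-24 h at 37 °C/5% CO2; CellTiter-Fluor viability read (Ex 405/Em 525), then BugLite luciferase luminescence = Nrf2 activity.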
Abeta rescue: A-beta toxicity reversal in yeast; 410,000 tested, 0.063% active; yeast expressing A-beta42, growth rescue, OD600, 48 h; response scale: 0% DMSO, 100% iron-clioquinol control; Potency, µM (highest dose often 46.1 µM), for inactives: at the top dose growth rescue, usual class: activators; note: potency is the fitted concentration of half-maximal effect; nearly all actives have a fitted effect of over 55% in size
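Growth rescue measured by 600 nm absorbance after 48 h yeast culture at 30 C with compound. Values normalized between DMSO and an equimolar ferric chloride plus clioquinol control.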
* marks the source's active call; other numbers are inactive results; i = inactive; ? = inconclusive; · = not tested or not shown; & = joins results of further samples; [ ] = remark or other dose. Unless noted, calls come from the whole dose curve; as a rule, active = well fitted curve in the direction sought with a large enough effect; inconclusive = small, poorly fitted or top-dose-only effect, or another doubt; inactive = no such curve, though single readings can be large; an effect the other way counts as inactive or inconclusive.

SMILES | HepG2 viability | A549 viability | Nrf2 ARE act | CCT chaperon mod | pAkt inh | TGFb SMAD3 inh | MmCpn inh | Nrf2 block | Abeta rescue
O=C(NCCc1ccccc1)C(=O)NCC(c1cccnc1)N1CCN(c2ccccc2)CC1 (centres undefined) | -11% | -11% | 2.5% | · | · | ? | · | -12% | -6%
COc1ccc(SCCN2CC[C@@H](NC(=O)OCc3ccccc3)CCC2=O)cc1 | 35%&-31% | 2% | -0.6% | -3.2 | i | -19%&-7% | 1% | -24% | -13%
CCOC(=O)c1sc(=S)n(C)c1NC(=O)c1ccccc1Cl | 7% | -3% | -0.6% | 0.2 | i | 2% | -1% | 1% | -14%
COCCOc1cc(-n2cccc2)c(Cl)cc1Cl | -4% | 2% | 12% | -1.7 | i | 14% | 1% | 4% | 13%
COC(=O)c1sc(C(=O)OC)c(C(=O)OC)c1C(=O)OC | -1% | -5% | -0.6% | -2.3 | i | 5% | 0% | 6% | 4%
COc1cc2c(cc1OC)CN(C(C)C(=O)Nc1ccc(NC(C)=O)cc1)CC2 (centres undefined) | -3% | · | 0.3% | -2.4 | i | ? | 2% | 1% | 3%
Nc1nnc(SCC(=O)OCc2ccccc2)s1 | 10% | 0% | -0.3% | 1.4 | i | 1% | 1% | 3% | -10%
O=C1CS/C(=N/N=C/c2ccncc2)N1 | -2% | 3% | 2.4% | -0.6 | i | -3% | 2% | 9% | -14%
O=c1c2ccccc2cnn1CCOc1cccc(Br)c1 | -27% | 8% | 6.5% | -1.2 | i | 3% | 1% | ? | -12%
CC(NC(=O)c1ccc(S(=O)(=O)Nc2ccccc2Cl)cc1)c1ccncc1 (centres undefined) | 8% | 10% | -0.6% | -1.3 | i | 5% | 1% | -7% | 9%
CC(C)N1CCN(Cc2ccc(Sc3nncn3C)o2)CC1CCO (centres undefined) | 17% | 3% | 0.3% | 0.2 | i | 0% | -1% | 1% | 12%
O=C1NC2(CCCC2)N=C1c1ccc(Cl)cc1 | 14% | 2% | 0.0% | -1.4 | i | -25% | 1% | 11% | 4%
Cc1ccc(S(=O)(=O)N2CCC(=O)N([C@H](COCc3ccccc3)C(C)C)CC2)cc1 | · | · | 0.5% | -0.1 | i | · | · | · | -5%
O=C(OCc1cn([C@@H]2C[C@H](c3ccccc3)N(C(=O)C3CCCCC3)C[C@H]2O)nn1)c1ccccc1 | -14% | · | -0.9% | -0.9 | i | -4% | · | · | 2%
COc1ccc(CNC(=O)C2CCN(S(=O)(=O)c3cccnc3)CC2)cc1 | -2% | 2% | -0.4% | -0.6 | i | 0% | 2% | -6% | ·
NS(=O)(=O)c1ccc(CCNC(=O)CCCn2ncn3c(cc4occc43)c2=O)cc1 | 3% | 6% | 0.1% | -0.3 | i | -2% | 0% | 16% | 1%
CC(C)NC(=O)c1cc(-c2ccc(F)cc2OC(C)C)n[nH]1 | -16% | · | 0.3% | -1.7 | i | -5% | · | · | -9%
O=C(COc1ccc2ccccc2c1Br)NNC(=O)Nc1ccccc1 | 0% | 3% | 0.0% | -2.0 | i | -25% | -9% | -3% | 12%
CCOC(=O)COc1ccc(C(=O)NC2CCCCC2)cc1 | 3% | -3% | 0.3% | -0.5 | i | 8% | 0% | 5% | 4%
CC(=O)Nc1cc(C(=O)NCc2ccc(C)cc2)ccc1S(=O)(=O)c1ccc(Cl)cc1 | 0% | 6% | -1.4% | · | · | -4% | · | · | -6%
CC(C(=O)Nc1ccc2c(c1)OCO2)N1CCN(C)CC1 (centres undefined) | 16% | 1% | -0.3% | -0.7 | i | 4% | -1% | 0% | -3%
CN(C)c1ncc(C(=O)NCc2ccc(Cl)cc2)cn1 | -4% | 0% | -0.7% | · | · | 4% | · | · | -13%
COc1cc2c(cc1OC)C(c1ccccc1)N(C(=O)C(C)(C)C)CC2 (centres undefined) | 7% | -1% | 0.3% | -0.8 | i | 25% | 3% | -13% | 3%
Cc1ccc(C2CC(=O)Nc3cc4c(cc32)OCO4)o1 (centres undefined) | -12% | -1% | 0.3% | 0.6 | i | 5% | 0% | ? | 0%
NC(=O)c1ccc(Cc2ncc(C(F)(F)F)cc2Cl)s1 | -2% | 8% | 0.3% | 0.1 | -106%* | 14% | -22% | · | -5%[9.22 µM]
Cc1ccc2c(c1)nnn2C1CCN(C(=O)c2cccs2)CC1 | -19% | 2% | 0.2% | -0.9 | i | -4% | -2% | ? | 1%
COC(=O)c1cc(S(=O)(=O)N2CCN(c3ccc(C(C)=O)cc3)CC2)cn1C | 2% | -3% | 4.0% | -0.3 | i | -5% | -13% | 6% | ·
O=c1oc2ccccc2cc1-c1nc2ccccc2o1 | -13% | 6% | ? | -3.6 | i | 29% | -10% | 7% | 10%
CCN(CC)C(=O)CCn1nc(-c2ccc(C)cc2)c2ccccc2c1=O | -21% | -2% | 0.4% | 0.0 | i | 1% | -5% | ? | -2%
COCCOC(=O)c1c(C)oc2ccc(NS(=O)(=O)c3ccc(C)cc3)cc12 | -35% | 11% | 4.9% | 1.4 | i | ? | 1% | -16% | 3%
CCc1ccccc1NC(=O)N1CCOc2ccccc21 | 0% | 16% | 0.1% | · | · | -2% | · | 0% | -13%
Cc1sc2ncnc(N(C)Cc3ccco3)c2c1C | -1% | -4% | 15% | -1.1 | i | -3% | -2% | ? | -4%
COC(=O)c1ccc(NC(=O)Cn2nc(SC)n(N)c2=S)cc1 | -3% | 0% | -0.5% | 1.4 | i | -10% | -2% | · | 3%[9.22 µM]
CCOC(=O)C(Cc1ccccc1)C(=O)Nc1ccc(NC(=O)C(Cc2ccccc2)C(=O)OCC)cc1 (centres undefined) | -1% | 1% | 0.3% | -2.5 | i | -12% | -1% | 6% | -3%
C=CCNc1nc(C(=O)OCC(=O)N(Cc2ccccc2)C(C)C)cs1 | 3% | -1% | 4.4% | -2.4 | i | 3% | 1% | 4% | 8%
C=CCn1cnc2c(c1=O)c1nc3ccccc3nc1n2/N=C/c1cc(OC)c(OC)c(OC)c1 | 6% | 1% | -1.4% | -2.0 | i | 21% | 1% | ? | -1%
COc1ccccc1-n1c(SCC(=O)NCC2CCCO2)nc2c([nH]c3ccccc32)c1=O (centres undefined) | 1% | -12% | 3.5% | -0.4 | i | -8% | -3% | 14% | 2%
O=C(O)c1ccc(N2CCN(Cc3ccc4c(c3)OCO4)CC2)c([N+](=O)[O-])c1 | 6% | -7% | 0.1% | -0.3 | i | 4% | -1% | 4% | -11%
Cc1ccccc1CN1CCN(Cc2cc(=O)c3ccccc3[nH]2)CC1CCO (centres undefined) | -15% | -10% | 0.4% | -0.1 | i | -14% | 0% | -8% | 4%
CCOc1ccc(OCC(=O)OCC(=O)Nc2ccccc2C#N)cc1 | 1% | 1% | 2.3% | -3.0 | i | -20% | 1% | 2% | -4%
C=CCN(CC=C)Cc1cc(=O)oc2cc(C)cc(C)c12 | -6% | · | 5.9% | 1.0 | i | ? | · | · | -1%
C=CCc1cccc(CNc2nc3ccccc3n2CC)c1O | -40% | -6% | 4.7% | -3.2 | i | -12% | 0% | 4% | 14%
Cc1ccnc(N/C=C(/NC(=O)c2ccccc2)C(=O)NN)n1 | -10% | -16% | 2.6% | 0.0 | i | -16% | -4% | -2% | 9%
CN(C(=O)COC(=O)c1cncc(Br)c1)C1CCCCC1 | -1% | 2% | 1.4% | 1.7 | i | 25% | 2% | 12% | 9%
CCOC(=O)N1CCC(NC(=O)CC2C(=O)NCCN2Cc2ccccc2F)CC1 (centres undefined) | -1% | 4% | -0.4% | -2.0 | i | -10% | -3% | 19% | 12%
CN1CCN(c2ccc3c(c2)OC[C@@H](Cc2ccccc2)NS3(=O)=O)CC1 | · | · | -0.3% | -0.5 | i | · | · | · | -4%
Cc1cc(=O)[nH]c(SCc2csc(-c3ccccc3)n2)n1 | -2% | 0% | 2.6% | 1.3 | i | -22% | ? | 6% | -11%
CC(C)c1ccccc1OCC(=O)NC1CCCc2ccccc21 (centres undefined) | -8% | 2% | 2.1% | 0.3 | i | 16µM* | 3% | ? | 28%
CC(=O)c1cc(C)ccc1OC(=O)CN1C(=O)c2ccccc2C1=O | -14% | 1% | 4.0% | -3.8 | i | 7% | -7% | ? | -14%
CCS(=O)(=O)N1CCC(C(=O)NC2CCCCC2)CC1 | -12% | -5% | -0.3% | -0.8 | i | 7% | 1% | -4% | -8%
O=C(Nc1cccnc1)c1cc(-c2ccc(Br)cc2)nc2ccccc12 | 5% | -6% | 5.4% | -2.1 | i | ? | -16% | 6% | 5%
CN(C)CCCN(C(=O)c1ccc(S(=O)(=O)N2CCCC2)cc1)c1nc2c(F)cc(F)cc2s1 | -6% | 1% | 0.3% | 0.6 | i | -7% | -2% | -8% | 1%
C=Cc1ccc(Cn2c(C)c(C(=O)NCc3ccccc3C(F)(F)F)sc2=O)cc1 | -1% | · | 6.0% | -2.2 | i | -4% | · | · | 2%

Entries shown so far containing a CF3 group, in the order listed:
SMILES | HepG2 viability | A549 viability | Nrf2 ARE act | CCT chaperon mod | pAkt inh | TGFb SMAD3 inh | MmCpn inh | Nrf2 block | Abeta rescue
NC(=O)c1ccc(Cc2ncc(C(F)(F)F)cc2Cl)s1 | -2% | 8% | 0.3% | 0.1 | -106%* | 14% | -22% | · | -5%[9.22 µM]
C=Cc1ccc(Cn2c(C)c(C(=O)NCc3ccccc3C(F)(F)F)sc2=O)cc1 | -1% | · | 6.0% | -2.2 | i | -4% | · | · | 2%
